rTrxR1 inhibitor: qHTS Assay for Inhibitors of Mammalian Selenoprotein Thioredoxin Reductase 1 (TrxR1): qHTS | Thioredoxin reductase 1, cytoplasmic (Rattus norvegicus), O89049 | recombinant rTrxR1, NADPH fluorescence consumption, selenite substrate | Potency, µM (highest dose often 114 µM), for inactives: at the highest dose activity change, negative = inhibition, actives largely listed as inhibitors | actives 1% (n = 390,000); note: % is set by controls: 0 for no effect and ±100 for the full control effect; nearly all actives have a fitted effect of over 65% in size
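Rat TrxR1 (90 nM in the dispensed reagent) was pre-reduced with 400 uM NADPH for 5 min at room temperature, then incubated with compound for 15 min. After 400 uM selenite was added, NADPH fluorescence (Ex 340/Em 450 nm) was followed for 8 min.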
RXFP1 ag: qHTS Assay for Agonists of the Relaxin Receptor RXFP1 | Relaxin receptor 1 (Homo sapiens), Q9HBX9 | HEK293T-RXFP1 cAMP TR-FRET, 30 min; response scale: percent of porcine relaxin response, buffer zero | Potency, µM (series often up to 57.5 µM), without a hit: top-dose activation, hits mostly activators | actives 0.3% (n = 370,000) | AID 2676, 2010; note: % is set by controls: 0 for no effect and ±100 for the full control effect; nearly all actives have a fitted effect of over 60% in size; many of its hits are not listed in these tables
Target sequence (Q9HBX9 whole entry, looked up): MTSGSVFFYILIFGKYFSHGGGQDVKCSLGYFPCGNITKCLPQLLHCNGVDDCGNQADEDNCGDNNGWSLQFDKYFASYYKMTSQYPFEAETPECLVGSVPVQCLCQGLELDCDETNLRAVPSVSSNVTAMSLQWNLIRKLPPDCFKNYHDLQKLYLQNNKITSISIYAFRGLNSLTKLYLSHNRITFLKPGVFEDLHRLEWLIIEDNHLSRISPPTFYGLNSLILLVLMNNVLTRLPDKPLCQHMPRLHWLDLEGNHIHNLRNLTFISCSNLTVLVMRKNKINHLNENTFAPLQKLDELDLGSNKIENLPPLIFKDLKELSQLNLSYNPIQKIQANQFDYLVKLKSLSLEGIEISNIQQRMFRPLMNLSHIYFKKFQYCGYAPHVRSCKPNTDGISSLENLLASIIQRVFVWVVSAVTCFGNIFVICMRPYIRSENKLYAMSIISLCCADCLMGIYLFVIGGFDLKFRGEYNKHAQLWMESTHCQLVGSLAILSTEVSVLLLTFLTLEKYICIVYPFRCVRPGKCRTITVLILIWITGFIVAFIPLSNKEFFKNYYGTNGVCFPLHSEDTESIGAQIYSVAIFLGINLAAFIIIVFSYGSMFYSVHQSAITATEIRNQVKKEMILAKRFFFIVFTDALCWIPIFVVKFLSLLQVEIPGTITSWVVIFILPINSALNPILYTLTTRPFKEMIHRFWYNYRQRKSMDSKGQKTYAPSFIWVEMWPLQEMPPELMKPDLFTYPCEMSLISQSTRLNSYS
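cAMP rise read by TR-FRET after 30 min, 37C compound exposure (up to 58 uM) in RXFP1-transfected HEK293 cells with Ro 20174 present. EC50 from Hill-equation fits, with 29 nM porcine relaxin as 100% and buffer as basal.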
ALOX12 inh: Primary qHTS assay for inhibitors of human arachidonate 12S-lipoxygenase (ALOX12): Round 2; Polyunsaturated fatty acid lipoxygenase ALOX12 (Homo sapiens), P18054; purified 12hLO, xylenol orange hydroperoxide absorbance; Potency, µM (doses to about 108 µM), for inactives: top-dose activity change, negative = inhibition, hits mostly inhibitors; actives 1.1% (n = 580,000); AID 1671190, 2021; note: % is set by controls: 0 for no effect and ±100 for the full control effect
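Purified human 12hLO (150 nM final) in 25 mM Hepes, 0.01% Triton X-100, pH 7.0 was preincubated 15 min at room temperature with compound. Then 40 uM arachidonic acid was added, 30 min. Hydroperoxide was read by Fe-XO absorbance ratio 573/405 nm.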
RGS4 inh: Inhibitors of Regulator of G Protein Signaling (RGS) 4: qHTS | Regulator of G-protein signaling 4 (Homo sapiens), P49798 | Potency, µM (highest dose often 114 µM), without a hit: top-dose activity change, negative = inhibition, hits mostly inhibitors | Transcreener GDP fluorescence polarization, RGS4-accelerated GTP hydrolysis | actives 0.039% (n = 390,000); note: % is set by controls: 0 for no effect and ±100 for the full control effect; nearly all actives have a fitted effect of over 75% in size; some results filed as inactive show a strong effect at the top dose
Target sequence (P49798 whole entry, looked up): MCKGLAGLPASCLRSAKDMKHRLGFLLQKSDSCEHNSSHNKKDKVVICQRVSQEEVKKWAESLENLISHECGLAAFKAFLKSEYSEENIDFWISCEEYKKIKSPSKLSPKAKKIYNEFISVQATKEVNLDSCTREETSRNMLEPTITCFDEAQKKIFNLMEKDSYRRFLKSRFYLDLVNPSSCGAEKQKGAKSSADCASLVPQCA
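MLSMR compounds (23 nl, pin-transferred) preincubated 10 min at room temperature with a 500nM (2x) first reagent, then RGS4 at 900nM (2x) plus Transcreener GDP mix added; fluorescence polarization (620/688 nm) read before and after 90 min at 30 °C.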
TrxR1 substrate: qHTS Assay for Substrates of Mammalian Selenoprotein Thioredoxin Reductase 1 (TrxR1): qHTS; Thioredoxin reductase 1, cytoplasmic (Rattus norvegicus), O89049; purified TrxR1 substrate turnover, NADPH consumption readout; Potency, µM (top dose mostly 114 µM), inactives show at the top dose activity change, negative = substrate turnover; actives 0.01% (n = 390,000); note: % is set by controls: 0 for no effect and ±100 for the full control effect; nearly all actives have a fitted effect of over 50% in size
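Rat TrxR1, dispensed at 90 nM, was prereduced with 400 uM NADPH (final) for 5 min at ~22 deg C, then incubated with compound 15 min before 400 uM selenite. A first-read NADPH fluorescence drop versus no-compound background flagged substrates.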
Vif-APOBEC3F blk: qHTS for Inhibitors of Vif-A3F Interactions: qHTS; AID 602313, 2012; Potency, µM (titrated, usually from 46.1 µM), for the others: at the highest dose activity, negative = active; actives 0.2% (n = 390,000); HeLa A3F-eYFP + Vif (tagged APOBEC3F with the HIV-1 protein that degrades it), YFP fluorescence increase; note: % of control where 0% means no effect; nearly all actives have a fitted effect of over 65% in size
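Fluorescence increase (Ex 488/Em 500-530) after overnight compound treatment at 37 deg C flags inhibition of Vif-driven A3F-eYFP loss in stable HeLa A3F-eYFP/Vif cells seeded overnight beforehand.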
mIDH1 inhibitor: qHTS for Inhibitors of mutant isocitrate dehydrogenase 1 (IDH1): qHTS; Isocitrate dehydrogenase [NADP] cytoplasmic (Homo sapiens), O75874; IDH1-R132H enzyme, NADPH consumption, diaphorase/resazurin fluorescence; Potency, µM (series often up to 76.6 µM), for inactives: at the highest dose activity change, negative = inhibition, usual class: inhibitors; actives 0.093% (n = 390,000); note: % is set by controls: 0 for no effect and ±100 for the full control effect; nearly all actives have a fitted effect of over 65% in size
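IDH1-R132H (0.5 ug/mL) preincubated 30 min with compound, then NADPH (0.016 mM) and alpha-KG (2 mM) added; 80 min at RT, pH 7.5. Remaining NADPH coupled via diaphorase/resazurin to fluorescence (540/590 nm); concentration-response curves normalized to no-enzyme control.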
USP1-UAF1 inh: Inhibitors of USP1/UAF1: Primary Screen; recombinant USP1/UAF1, Ub-Rhodamine cleavage fluorescence; Potency, µM (top dose mostly 57.1 µM), for the others: at the highest dose activity change, negative = inhibition, most hits filed as inhibitors; Ubiquitin carboxyl-terminal hydrolase 1 (Homo sapiens), O94782; actives 0.23% (n = 390,000); note: % is set by controls: 0 for no effect and ±100 for the full control effect; nearly all actives have a fitted effect of over 60% in size; inactives centre near -12
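USP1/UAF1 complex at 1 nM was preincubated with compound for 15 min at room temperature, then Ub-Rho substrate (150nM final) was added. Fluorescence (480/540 nm) was read kinetically, 6 reads every 60 seconds.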
Vif-A3G inh: qHTS for Inhibitors of Vif-A3G Interactions: qHTS. DNA dC->dU-editing enzyme APOBEC-3G (Homo sapiens), Q9HC16. HeLa A3G-eYFP + Vif (tagged APOBEC3G with the HIV-1 protein that degrades it), YFP fluorescence, overnight. Potency, µM (titrated, usually from 46.1 µM), for inactives: at the highest dose activity, negative = active, most hits filed as inhibitors. actives 0.076% (n = 410,000). AID 602310, 2012;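 note: % is set by controls: 0 for no effect and ±100 for the full control effect; nearly all actives have a fitted effect of over 60% in size; hits raise eYFP signal because A3G escapes Vif-driven loss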
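Read-out is eYFP fluorescence (Ex 488/Em 500-530) from Vif-expressing HeLa A3G-eYFP cells; more signal means A3G escaped Vif-mediated degradation. Cells plated overnight, compound pinned in, incubated overnight at 37 deg C.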
* hit, by the source's call; ? = inconclusive; . = no result given; [ ] = remark or other dose. Calls come from the whole dose curve; as a rule, active = well fitted curve in the direction sought with a large enough effect; inconclusive = small, poorly fitted or top-dose-only effect, or another doubt; inactive = no such curve, though single readings can be large; an effect the other way counts as inactive or inconclusive. Potency is the fitted concentration of half-maximal effect.

SMILES	rTrxR1 inhibitor	RXFP1 ag	ALOX12 inh	RGS4 inh	TrxR1 substrate	Vif-APOBEC3F blk	mIDH1 inhibitor	USP1-UAF1 inh	Vif-A3G inh
O=C(Nc1nnc(SCc2c(Cl)cccc2Cl)s1)C1CC(=O)N(c2ccc3c(c2)OCCO3)C1 (stereo not given)	19%	-0.9%	?	?	5%[57.1 µM]	?	-17%	-20%	-3%
COc1ccc(NC(C)=O)cc1NC(C)C(=O)Nc1ccc(F)cc1 (stereo not given)	11%	-0.4%	-8%	9%	5%	-3%	4%	-16%	5%
CCCC(=O)c1c[nH]c(C(=O)NCc2cccnc2)c1	26%	1.5%	0%	-2%	-3%	4%	-15%	-15%	5%
CC(C)NC(=O)CSc1nnc(CNC(=O)OC(C)(C)C)n1C	21%	0.0%	?	17%	-2%	?	-1%	-25%	0%
FC(F)(F)c1nnc2c(Sc3ccccn3)nc3ccccc3n12	?	0.1%	0%	4%	16%[57.1 µM]	-19%	3%	-18%	-19%
COc1ccc(/C=N/Nc2ncnc3c2[nH]c2ccccc23)c(OC)c1OC	-11%	5.3%	13%	19%	17%[57.1 µM]	6%	11%	-9%	2%
S=C(NCCc1ccc(Cl)cc1)Nc1ccc(Cl)cc1Cl	-19%	-1.7%	32µM*	?	-5%	-18%	7%	-25%	-10%
COCCN1C(=O)c2[nH]nc(-c3ccccc3O)c2C1c1ccc(Cl)c(Cl)c1 (stereo not given)	12%	-0.1%	8%	-16%	3%	1%	-24%	-10%	-13%
CCN(CC)CCNc1nc2cc(OC)c(OC)cc2c2nc(-c3ccccc3)nn12	18%	-1.3%	-5%	-5%[11.4 µM]	9%[57.1 µM]	0%	1%	3%	5%
O=C(Cc1ccc(NC(=O)C2CCN(C(=O)C3CC3)CC2)cc1)Nc1cccc(C(=O)N2CCCCC2)c1	4%	.	4%	-15%	2%	2%	-1%[38.3 µM]	-22%	-4%
COc1cccc(C2c3[nH]c4ccccc4c3CCN2C(=O)Cn2cncn2)c1OC (stereo not given)	-3%[57.1 µM]	3.7%	-1%	0%	-6%[57.1 µM]	-24%	-1%	-18%	4%
CCCCOCP(=O)(CCCC)COCCCC	19%[57.1 µM]	1.4%	?	-5%	10%[57.1 µM]	5%	7%	-13%	0%
CCN(CC)CCCN1C(=O)c2oc3ccccc3c(=O)c2C1c1cccc(OC)c1OC (stereo not given)	-9%	2.5%	?	7%	-3%	2%	8%	-4%	0%
COc1ccccc1C(=O)Nc1ccc2c(c1)nc(CCNC(=O)c1ccccc1)n2C	13%[57.1 µM]	2.5%	135%[activator]	2%	6%[57.1 µM]	-11%	14%	?	?
COc1ccc(NC(=O)/C(C#N)=C\c2cc(C)n(-c3ccc(Oc4ccc([N+](=O)[O-])cn4)cc3)c2C)cc1	7%	0.5%	10%	0%	-4%	-8%	1%	3%	1%
CCCS(=O)(=O)N1CCC(N2CCN(Cc3ccc(C)cc3)C(=O)C2=O)CC1	16%[57.1 µM]	-0.1%	-16%	0%	3%[57.1 µM]	0%	-17%	?	-3%
O=C(NCc1ccco1)c1ccccc1NS(=O)(=O)c1cccs1	-34%	0.2%	-5%	-6%	-2%	-1%	-3%	-10%	-1%
CCCn1c(CN2CCN(C(=O)OCC)CC2)nc2cc(NC(=O)C(C)C)ccc21	8%	2.2%	0%	29%	-1%	?	-7%	-5%	?
O=S1(=O)CC(c2ccccc2)=NN=C(c2ccccc2)C1	.	.	-15%	.	.	0%	-1%	-24%	-2%
CC(=O)c1cccc(N(CC(=O)Nc2cc(C)cc(C)c2)S(C)(=O)=O)c1	15%[57.1 µM]	0.9%	-6%	-13%	-2%[57.1 µM]	3%	7%	0%	-2%
COc1ccc(C2CC(c3ccc([N+](=O)[O-])cc3)=NN2C(=O)c2ccccc2)cc1OC (stereo not given)	1%	-2.4%	-16%	13%	-8%	-1%	-8%	-12%	0%
O=c1[nH]c(/C=C/c2ccc([N+](=O)[O-])cc2)c([N+](=O)[O-])c(=O)[nH]1	-14%	3.5%	?	?	-10%	2%	46µM*	?	-1%
CN(C)c1ccc(/C=N/NC(=O)c2ccc(Cn3cc(Br)cn3)o2)cc1	-5%[57.1 µM]	2.0%	-3%	2%	4%[57.1 µM]	-2%	0%	-4%	-8%
CCN(CC)CCNc1nc(-c2ccc(OC(F)F)cc2)c(C)s1	24%	0.5%	-20%	-18%	1%	1%	0%	-18%	8%
COC(=O)c1ccccc1NC(=O)c1ccc(COc2cccc3ccccc23)o1	?	2.5%	45µM*	-8%	7%[57.1 µM]	3%	13%	-17%	-2%
COc1ccccc1NC(=O)Cc1nnc(SCC(=O)Nc2ccccc2F)n1C	6%[57.1 µM]	0.9%	6%	?	3%[57.1 µM]	0%	0%	-17%	0%
CCOC(=O)c1c(NC(=O)C2C3C=CC(C3)C2C(=O)O)sc2c1CCCC2 (stereo not given)	33%	12%	-4%	-22%	15%	7%	0%	-20%	-7%
CC(=O)Nc1ccc(Sc2ccccc2C(=O)O)cn1	12%	7.4%	2µM*	36%	2%	-4%	-8%	-13%	0%
COc1ccc(NCc2nnc(SCc3ccccc3)n2-c2ccc(OC)cc2)cc1	6%	1.1%	-11%	-2%	-9%	-17%	7%	-9%	-1%
CSc1nc2ccccc2s1	-2%	-0.9%	5%	14%	-2%	2%	-7%	11%	0%
CCOC(=O)c1c(C)[nH]c(C(=O)CN2C(=O)NC(C)(CC(C)C)C2=O)c1C (stereo not given)	14%[57.1 µM]	4.6%	1%	19%	9%[57.1 µM]	-20%	3%	?	-3%
CCOc1ccc2ncc(C(=O)c3ccc(OC)cc3)c(N3CCN(CC)CC3)c2c1	-17%	13%	.	-4%	-15%	-1%	-2%	-3%	1%
COCCN1Cc2cccc(C(=O)Nc3ccc(C)cc3C)c2C1=O	10%	1.7%	-13%	-20%	1%	2%	12%	-27%	-3%
COc1ccccc1-n1c(SCC(=O)Nc2ccccc2F)nc2[nH]ncc2c1=O	-1%	-2.1%	6%	-16%	5%	-19%	4%	-4%	-12%
O=C(Cc1cccs1)NNC(=S)NCc1ccc(Cl)cc1	-17%	-1.9%	?	?	-5%	-7%	2%	-11%	0%
CCCCn1c(SC(C)C(=O)c2ccc(OC)cc2)nc2cc(S(N)(=O)=O)ccc21 (stereo not given)	-29%[57.1 µM]	3.2%	-4%	-15%	-5%[57.1 µM]	1%	8%	-16%	1%

Looked up above.
CCCCn1c(SC(C)C(=O)c2ccc(OC)cc2)nc2cc(S(N)(=O)=O)ccc21 (stereo not given) | mIDH1 inhibitor = 8%
COC(=O)c1ccccc1NC(=O)c1ccc(COc2cccc3ccccc23)o1 | ALOX12 inh = 45µM*

New compounds follow
SMILES	rTrxR1 inhibitor	RXFP1 ag	ALOX12 inh	RGS4 inh	TrxR1 substrate	Vif-APOBEC3F blk	mIDH1 inhibitor	USP1-UAF1 inh	Vif-A3G inh
CCOC(=O)C1CCCN(C(=O)Nc2cccc(Cl)c2)C1 (stereo not given)	-9%	1.5%	-6%	-14%	1%	-1%	3%	-21%	0%
CCOC(=O)C1CCN(C(=O)c2ccccc2)c2scc(-c3ccccc3)c2C1=O (stereo not given)	.	.	-12%	.	.	0%	6%	-25%	3%
Cc1cc(C)cc(NC(=O)C(=O)NCC2CCCN2S(=O)(=O)c2cccs2)c1 (stereo not given)	4%	0.3%	12%	-20%	-3%	-1%	-3%	4%	3%
N#Cc1c(NC(=O)CSc2ncn(-c3ccccc3)n2)sc2c1CCCC2	2%	0.1%	-21%	-26%	-4%	-1%	1%	-11%	-2%
COc1ccc(Br)cc1CNC(=O)c1ccc2c(c1)nc1n2CCC(C)C1 (stereo not given)	6%[57.1 µM]	2.2%	-10%	-38%	-5%[57.1 µM]	7%	-4%	8%	3%
COCCn1c(NC(=S)NC(=O)C2CC2)cc(=O)[nH]c1=O	-43%	4.4%	?	?	-16%	2%	7%	-18%	1%
CC1CCCC(C)N1C(=O)COC(=O)C12CC3CC(CC(Cl)(C3)C1)C2 (stereo not given)	20%	0.2%	0%	-9%	2%	7%	-5%	-22%	2%
COC(=O)c1ccccc1NC(=S)N1CCN(c2ccccn2)CC1	-8%	0.7%	-12%	11%	1%	-5%	3%	-2%	0%

Screening results (PubChem)

The list is partial; rates above refer to the full screens.
